# M. tuberculosis HTS – M. tuberculosis growth inhibition, HTS (AID 449762); 330,000 tested, 0.59% active; inhibition, % at 25 µM; hits with a dose series show IC50 in µM; M. tuberculosis H37Rv growth inhibition, 7H9 media; higher % means a stronger effect; in the data active means a potency from the dose series; inconclusive means inhibition above about 70% without an active follow-up result;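 further: bacterial growth assessed after seven days of incubation; strong numbers were not always called active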
# Salmonella PhoP GFP – Inhibition of PhoP regulon, Salmonella typhi GFP reporter cells, confirmation, 4 h (AID 1850). 310,000 tested, 0.33% active. Salmonella Typhi PhoP-promoter GFP reporter, fluorescence, 4 h; higher % means a stronger effect. inhibition, % at 50 µM, or IC50 in µM where a hit was titrated; in the data active means a potency from the dose series; inconclusive means inhibition mostly from about 25% at the one dose, without a potency; inactive means the rest, 99 in 100 with inhibition below about 19%;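 further: 0% = induced wells with vehicle and 100% = uninduced wells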
# influenza NS1A – NS1A inhibition, H1N1 influenza, cell based functional assay (AID 504329); NS1A functional cell-based assay, percent inhibition; higher % means a stronger effect; inhibition, % at 12.5 µM; hits with a dose series show IC50 in µM; 340,000 tested, 0.3% active; in the data active means a potency from the dose series; inconclusive means inhibition above about 27% without an active follow-up result; further: strong numbers were not always called active
# M. tuberculosis – growth inhibition of non-replicating M. tuberculosis (AID 488890); Mycobacterium tuberculosis non-replicating, growth inhibition; higher % means a stronger effect; inhibition, % at 25 µM; hits with a dose series show IC50 in µM; 320,000 tested, 0.39% active; in the data active means a potency from the dose series; inconclusive means inhibition mostly from about 82% at the one dose, without a potency; inactive means the rest, 99 in 100 with inhibition below about 76%;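 further: plate controls were DMSO cells for no effect and high antibiotic wells for full effect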
# VEEV TC-83 Vero – inhibitors of VEEV TC-83 cytopathic effect, confirmation, Vero cells (AID 588727). Vero cells, VEEV TC-83 cytopathic effect inhibition; higher % means a stronger effect. 350,000 tested, 0.13% active. inhibition, % at 20 µM; hits with a dose series show IC50 in µM; in the data active means a potency from the dose series; inconclusive means inhibition mostly from about 14% at the one dose, without a potency; inactive means the rest, 99 in 100 with inhibition below about 12%; further: strong numbers were not always called active
# The depositor's hits bear a star; i = inactive; ? = inconclusive; . = no result given.
# Value order: M. tuberculosis HTS, Salmonella PhoP GFP, influenza NS1A, M. tuberculosis, VEEV TC-83 Vero
Cc1n[nH]c(C)c1S(=O)(=O)N1CCCC(C(=O)Nc2ccc(Br)cc2)C1 (stereo not drawn)
  3%, 3%, 2%, -8%, 1.2%
O=C(NCCCN1CCOCC1)c1ccccc1N1C(=O)[C@@H]2Cc3c([nH]c4ccccc34)C(c3cccc(Cl)c3)N2C1=O (stereo partly drawn)
  -3%, 1%, 15%, 0%, 4.5%
COc1cc2nc(NC(=O)c3ccc(Cl)cc3)sc(=O)c2cc1OC
  13%, -16%, -4%, -6%, 1.2%
O=C(Nc1nnc(CC(c2ccccc2)c2ccccc2)s1)c1ccco1
  3%, -5%, -1%, 16%, 3.7%
CC1=NN(C(N)=S)C(=O)C1N=Nc1cccc2ccccc12 (stereo not drawn)
  59%, 3%, ., ?, .
CCSc1nnc(NC(=O)c2cccc(S(=O)(=O)N(C)c3ccccc3)c2)s1
  -1%, 13%, 22%, 1%, 1.6%
CCCC(C1=C(O)CC(C)(C)CC1=O)C1C(=O)CC(C)(C)CC1=O (stereo not drawn)
  1%, -4%, 1%, ?, i
O=C(Nc1ccc(CSc2ccccc2)cc1)c1ccc(CN2CCOCC2)cc1
  ?, 0%, -4%, ?, 1.8%
N#C/C(=C/c1ccc(N2CCCCC2)o1)C(=O)Nc1ccc(Cl)cc1
  3%, -11%, 22%, -2%, 4.5%
O=C(Nc1ccc(Nc2ccccc2)cc1)c1c(F)c(F)c(F)c(F)c1F
  4%, -5%, -26%, -1%, i
COC(=O)/C=C1/S/C(=N/NC(=O)c2ccc(OC)cc2)NC1=O
  2%, 19%, -93%, -6%, i
COc1ccc(NC(=O)C2CCC(N3C(=O)C4C5C=CC(C5)C4C3=O)CC2)cc1 (stereo not drawn)
  -3%, 5%, -30%, -6%, i
CC1(C)CC(O)C(C)(C)N1O (stereo not drawn)
  -4%, -1%, 20%, -12%, 0.6%
CCc1c(C)nc(SCc2ccccn2)[nH]c1=O
  5%, 1%, -10%, -1%, 0.4%
CCOc1ccc2[nH]c(=O)c(CN(Cc3cccs3)Cc3nnnn3C(C)(C)CC)cc2c1
  -1%, -7%, 3%, 33%, 7.2%
CCOC(=O)c1ccc(NC(=O)CC2C(=O)N(c3ccc(F)cc3)C(=O)N2CCCOC)cc1 (stereo not drawn)
  -1%, -6%, 21%, 6%, 0.7%
Cc1noc2ncnc(Sc3c(Cl)cccc3Cl)c12
  48%, 5%, 16%, 13%, 5.3%
Fc1cccc(/C=N/Nc2cc(N3CCOCC3)ncn2)c1
  1%, -1%, -1%, -12%, 2.1%
O=C(NC1CC1)c1ccc(CN(c2ccccc2)S(=O)(=O)c2ccccc2)cc1
  9%, 8%, -5%, 19%, i
CCCN1CCc2cccc3c2[C@H]1Cc1ccc(O)c(O)c1-3
  -2%, 5%, 5%, ?, ?
O=C(COc1ccc(C(=O)NCC2CCCO2)cc1)Nc1cccc(C(F)(F)F)c1 (stereo not drawn)
  11%, -4%, -3%, 30%, 1.0%
Cc1ccc(S(=O)(=O)N(C)C)cc1NC(=O)COC(=O)Cc1ccsc1
  -9%, 5%, -14%, 0%, 1.7%
COc1ccc(C(=O)N/C(=C\c2cn(C)c3ccccc23)C(=O)N2CCN(C)CC2)cc1OC
  9%, 2%, 3%, -5%, 1.2%
Cc1nc(-c2noc(-c3cccc(Cl)c3)n2)c(C(F)(F)F)o1
  -2%, 3%, 13%, -4%, 0.9%
Cc1ccc(-c2nn(C)c(=O)c3ccccc23)cc1CNC(=O)c1ccccc1
  6%, 0%, ., 19%, 8.6%
Cc1cccc(C(=O)NN2S(=O)(=O)c3ccccc3S2(=O)=O)c1
  0%, 5%, -3%, 0%, 0.5%
CN(C)C(=S)Nc1ccc([N+](=O)[O-])cc1
  -2%, -7%, -3%, 1%, 0.8%
CC(C)Oc1cccc(C(=O)NC(=S)Nc2ccc3c4c(cccc24)CC3)c1
  -6%, -5%, 3%, -9%, 6.6%
CC1CCN(CCCCOc2ccc(C(=O)c3ccccc3)cc2)CC1
  ?, 12%, 14%, ?, 0.2%
O=C(O)CNC(=O)CC1S/C(=N/N=C/c2ccccc2O)NC1=O (stereo not drawn)
  -1%, -4%, 12%, -18%, 0.2%
CC(C)c1ccc(NC(=O)CSc2nc(=O)n(CCCN3CCOCC3)c3c2CCC3)cc1
  13%, 8%, 1%, 10%, 6.8%
CCC(=NCCO)c1c(O)n(C2CCCCC2)c(=O)[nH]c1=O
  0%, -5%, -17%, 11%, 0.7%
CC1(C)S[C@@H]2[C@H](NC(=O)C(NC(=O)N3CCNC3=O)c3ccccc3)C(=O)N2[C@H]1C(=O)O (stereo partly drawn)
  1%, -2%, -3%, 6%, 1.4%
O=[N+]([O-])c1ccc(-c2csc3[n+]2CCS3)cc1
  0%, 0%, 2%, 32%, 2.3%
CCc1cc2cc3c(cc2nc1SCC(=O)Nc1cc(C)on1)OCO3
  -2%, -5%, 0%, -4%, 1.3%
CCOC(=O)c1c(NC(C)=O)sc2c(O)cccc12
  23%, -9%, 5%, 13%, i
CCCCNC(=O)C1CCCN1C(=O)NC1CCCCC1 (stereo not drawn)
  -6%, -5%, 1%, -5%, 4.9%
CN(C)C=Nc1c(C(=O)c2ccccc2)sc2nccc(N(C)C)c12
  -2%, -11%, -6%, 6%, 11%
CCOC(=O)c1nn(-c2ccccc2)c2nnc(Cc3ccccc3)c(=O)n12
  0%, 1%, 15%, -3%, i
CC(C)(C)c1ccc(-c2n[nH]c(=S)n2Cc2ccccc2)cc1
  0%, -14%, -5%, -10%, 4.4%
Cc1ccc(N2C(=O)CC(C)CC2=O)cc1
  -7%, -3%, -2%, -18%, 0.5%
O=C(c1ccc(F)cc1)N1CCN(c2ccc([N+](=O)[O-])c(N3CCCCC3)c2)CC1
  1%, -14%, 8%, 11%, i
c1ccc(Cn2nnnc2C(c2ccccc2)N2CCN(c3nc4ccccc4s3)CC2)cc1 (stereo not drawn)
  5%, 16%, 2%, 2%, 5.9%
Cc1cccc(NC(=O)c2ccc(CN3CCN(Cc4ccccc4)CC3)cc2)c1
  4%, -7%, -6%, ?, 1.6%
COc1ccc(NC(=O)CC2C(=O)N(C)C(=S)N2Cc2ccncc2)cc1 (stereo not drawn)
  6%, 13%, -3%, 28%, 0.1%

# Random excerpt: 3 entries already listed.
# Value order: M. tuberculosis HTS, Salmonella PhoP GFP, influenza NS1A, M. tuberculosis, VEEV TC-83 Vero
Cc1noc2ncnc(Sc3c(Cl)cccc3Cl)c12
  48%, 5%, 16%, 13%, 5.3%
CCc1c(C)nc(SCc2ccccn2)[nH]c1=O
  5%, 1%, -10%, -1%, 0.4%
CN(C)C(=S)Nc1ccc([N+](=O)[O-])cc1
  -2%, -7%, -3%, 1%, 0.8%

# Full records from above:
# COc1ccc(NC(=O)CC2C(=O)N(C)C(=S)N2Cc2ccncc2)cc1 (stereo not drawn) is listed with M. tuberculosis HTS = 6%; Salmonella PhoP GFP = 13%; influenza NS1A = -3%; M. tuberculosis = 28%; VEEV TC-83 Vero = 0.1%
# CCCCNC(=O)C1CCCN1C(=O)NC1CCCCC1 (stereo not drawn) is listed with M. tuberculosis HTS = -6%; Salmonella PhoP GFP = -5%; influenza NS1A = 1%; M. tuberculosis = -5%; VEEV TC-83 Vero = 4.9%
# CCOC(=O)c1c(NC(C)=O)sc2c(O)cccc12 is listed with M. tuberculosis HTS = 23%; Salmonella PhoP GFP = -9%; influenza NS1A = 5%; M. tuberculosis = 13%; VEEV TC-83 Vero = i

# (listing goes on)
# Value order: M. tuberculosis HTS, Salmonella PhoP GFP, influenza NS1A, M. tuberculosis, VEEV TC-83 Vero
CCOc1ccc(NC(=O)CN(C)C(=O)c2cc(S(=O)(=O)N3CCCCC3)ccc2Cl)cc1OCC
  ?, -3%, 1%, 19%, 6.8%
O=S(=O)(c1ccc(NC(=S)N/N=C/c2cccc(Oc3ccccc3)c2)cc1)N1CCOCC1
  3%, -5%, 1%, -19%, 3.7%
COc1ccccc1Nc1ncnc2c1c(C)c(C)n2CCCN(C)C
  -2%, -2%, 7%, 29%, 23µM*
CCCCC(=O)Nc1cc(OCC)c(NC(=O)c2ccccc2[N+](=O)[O-])cc1OCC
  -3%, -7%, 2%, 3%, i
CN(C)CC(O)COc1cccc(OCC(O)CN(C)C)c1 (stereo not drawn)
  -5%, 15%, -1%, 12%, i
O=C1c2ccccc2C(=O)N1CCCCN(C(=O)c1ccc([N+](=O)[O-])cc1)c1ccc(Cl)cc1
  -2%, 2%, 11%, 15%, i
O=C(Cc1ccccc1)N1CCC(c2nc3ccccc3[nH]2)CC1
  -12%, -1%, -12%, -18%, i
CCC(C)(C(=O)NC1CCCCC1)N(Cc1ccco1)C(=O)CNC(=O)c1ccccc1 (stereo not drawn)
  -4%, -1%, 21%, 10%, 0.3%
O=C(O)c1cc(N/N=C/c2ccncc2)ccc1Cl
  11%, -7%, 0%, 10%, i
C=C(C)c1cccc(C(C)(C)NC(=O)NCCN(CC)CC)c1
  12%, 6%, 0%, 7%, i
COc1ccc(C(=O)C2CCCN(C(=O)c3cccnc3SC)C2)c(C)c1 (stereo not drawn)
  5%, -16%, 3%, 9%, 0.6%
COc1ccccc1CN1C(=O)[C@@H]2C(CCC(N)=O)NC3(C(=O)Nc4c3ccc(Cl)c4C)[C@@H]2C1=O (stereo partly drawn)
  -2%, 1%, 4%, 13%, 6.1%
O=C(CSc1ccc([N+](=O)[O-])cc1)NCC1CCCCC1
  10%, 1%, 12%, ?, 2.0%
CCOc1ccc(/C=N/NC(N)=S)cc1
  ?, -3%, -7%, ?, 1.8%
O=c1[nH]c(=O)n(-c2cccc3ccccc23)c(O)c1C=NCCCn1ccnc1
  2%, 10%, -12%, -9%, i
O=C(Nc1ccc2c(c1)OCCO2)C1CCCN1C(=O)Nc1ccc(F)cc1 (stereo not drawn)
  0%, 37%, 0%, -7%, 0.5%
O=C(CCS(=O)(=O)c1cccc2nsnc12)NCc1ccccc1Cl
  -6%, -4%, 13%, 16%, 0.5%
Clc1ccc(-c2cc(CSc3cccc(Cl)c3)on2)cc1
  6%, 7%, -3%, 69%, i
COC(=O)c1nc2nc(C)cc(C(F)(F)F)n2n1
  1%, -12%, 8%, 0%, 1.4%
Cc1cc(C(=O)NNC(=O)C2CCCC2)c(C)o1
  -5%, 1%, 9%, -1%, 1.1%
CCOc1ccc2nc(N3CCC(C(=O)N4CCN(C5CCCCC5)CC4)CC3)sc2c1
  -4%, 3%, -2%, -13%, 2.0%
CN(C)c1ccc(/C=C2\C(=N)N3N=C(CC(=O)N4CCCC4)SC3=NC2=O)cc1Br
  -6%, 6%, 1%, -12%, 5.5%
O=C(CCC(=O)c1cccs1)NCc1cccc(C(F)(F)F)c1
  3%, 8%, -9%, 8%, 0.8%
CCOc1ccc(N(CC(=O)NCC(C)C)S(C)(=O)=O)cc1
  -6%, 3%, 1%, 3%, i
COC(=O)C1=C(c2cccc(C#N)c2)C[C@@H]2CC[C@H]1N2C(=O)NCCNC(C)=O
  -7%, ., -7%, 3%, 1.1%
COc1ccc(C(=O)Nc2cccnc2)cc1C(=O)Nc1cccnc1
  -3%, -1%, -1%, 10%, 0.3%
COc1ccc(N2CCN(C(=O)COC(=O)CCOc3ccc(C(C)(C)C)cc3)CC2)cc1
  46%, 6%, -3%, 11%, i
CC(C)N(C(=O)Nc1ccc2nsnc2c1)C(C)C
  5%, -25%, ., -17%, .
COC1OC2COC(c3ccccc3)OC2C(O)C1NC(C)=O (stereo not drawn)
  ., ., 7%, ., 0.1%
O=C(N/N=C/c1ccc([N+](=O)[O-])o1)c1cn2ccc3ccccc3c2n1
  ?, -17%, -3%, ?, 6.8%
CC(Oc1ccccc1)C(=O)Nc1nnc(S(=O)(=O)N2CCCCC2)s1 (stereo not drawn)
  3%, -5%, -1%, 16%, 3.6%
CN(c1cccc(NC(=O)COc2ccc(Cl)cc2Cl)c1)S(C)(=O)=O
  -6%, 2%, -2%, 65%, i
COC1=C(c2ccccc2)C(=O)c2ccccc2C1=O
  5%, -4%, 9%, ?, 0.8%
CCN(CC)Cc1c(O)ccc2c1O/C(=C\C=C\c1ccccc1)C2=O
  2%, -28%, -33%, 49%, 9.7%
O=C(Cn1cc(C(F)(F)F)ccc1=O)NCc1ccc(F)cc1
  2%, 4%, -5%, -5%, 0.0%
O=C(Nc1cc(S(=O)(=O)N2CCCCC2)ccc1Cl)c1ccccc1NS(=O)(=O)c1ccc(F)cc1
  -5%, -4%, -3%, 56%, 7.0%
CC1=C(C(=O)Nc2ccccc2)C(c2coc3ccccc3c2=O)C2=C(CCCC2=O)N1 (stereo not drawn)
  0%, -6%, 29%, 27%, 1.1%
COc1ccc(C(=O)O/N=C(\N)c2ccc(Br)cc2)cc1
  -3%, 0%, -11%, 12%, i
